High-throughput results (PubChem)
ADAM10 inh = human ADAM10 inhibitors, primary screen, biochemical, QFRET, HTS; Disintegrin and metalloproteinase domain-containing protein 10 (Homo sapiens), O14672; recombinant ADAM10, EDANS/DABCYL FRET peptide cleavage, 3 h; inhibition, % at 7 µM; actives 0.62% (n = 370,000);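 active = inhibition above a per-campaign cutoff equal to the mean of compounds falling between control-based bounds plus 3 SD, cut at about 20% in these data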;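 note: 0% = DMSO wells while the 100% control is not disclosed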
TDP2 absorb = human TDP2 enzyme inhibitors, primary screen, biochemical, epi absorbance, recombinant enzyme; T5PNP hydrolysis, p-nitrophenol absorbance 415 nm; inhibition, % at 12.8 µM; actives 0.34% (n = 370,000);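 active = inhibition above the mean of all tested compounds plus 3 SD, set per campaign, cut at about 25% in these data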;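 note: 0% = DMSO with enzyme and 100% = buffer with substrate but no TDP2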
Target sequence (O95551 whole entry, looked up): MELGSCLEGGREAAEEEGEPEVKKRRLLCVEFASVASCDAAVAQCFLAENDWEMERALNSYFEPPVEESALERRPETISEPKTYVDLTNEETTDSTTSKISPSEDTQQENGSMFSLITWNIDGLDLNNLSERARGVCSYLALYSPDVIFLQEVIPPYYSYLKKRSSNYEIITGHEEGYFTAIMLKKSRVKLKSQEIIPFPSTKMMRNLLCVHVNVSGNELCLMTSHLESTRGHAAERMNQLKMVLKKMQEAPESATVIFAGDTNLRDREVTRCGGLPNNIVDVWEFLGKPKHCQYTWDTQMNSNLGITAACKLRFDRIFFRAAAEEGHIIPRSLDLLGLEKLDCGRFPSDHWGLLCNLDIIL
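Material: recombinant human TDP2; quantity: TDP2 enzyme at 120 nM final; medium: Tris-HCl pH 7.5 with MgCl2; compound: single concentration, 12.8 µM nominal, with 1% DMSO; incubation: 2 h enzyme incubation at 37 °C; signal: epi absorbance; measure: percent inhibition; benchmarks: high control without enzyme, low control DMSO plus TDP2; repeats: singlicate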
SIAE inh = human SIAE inhibitors, primary screen, biochemical, fluorescence polarization, FP-Rh probe, 1536-well HTS. Sialate O-acetylesterase (Homo sapiens), Q9HAT2. SIAE FP-Rh probe binding. inhibition, % at 9.66 µM. actives 0.69% (n = 370,000);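 active = inhibition above a cutoff: mean of compounds within the control limits plus 3 SD of those, cut at about 17% in these data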;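 note: 0% = plate median of compound wells and 100% = probe without SIAE protein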
ADAM17 inh = ADAM17 inhibitors, primary screen, biochemical, QFRET. AID 720648, 2013. Disintegrin and metalloproteinase domain-containing protein 17 (Homo sapiens), P78536. inhibition, % at 6.95 µM. recombinant ADAM17, EDANS/DABCYL FRET peptide cleavage. actives 0.83% (n = 370,000);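 active = inhibition above the mean of compounds lying between control limits plus 3 SD, set per campaign, cut at about 8.5% in these data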;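 note: 0% = DMSO-only wells as the low control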
Tn6 DDE FP = inhibitors of Tn6 peptide binding to fibrin DD(E), primary screen, biochemical, fluorescence polarization, human fibrin, Tn6 probe; Fibrinogen beta chain (Homo sapiens), P02675; Fibrin DD(E) TRITC-Tn6 fluorescence polarization displacement; inhibition, % at 8.3 µM; actives 0.21% (n = 370,000); AID 720509, 2013;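 active = inhibition above a per-campaign cutoff: mean of compounds within control limits plus 3 SD, cut at about 15% in these data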;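 note: 0% = median of all compound wells on the plate and 100% = blocking peptide control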
Target sequence (P02675 whole entry, looked up): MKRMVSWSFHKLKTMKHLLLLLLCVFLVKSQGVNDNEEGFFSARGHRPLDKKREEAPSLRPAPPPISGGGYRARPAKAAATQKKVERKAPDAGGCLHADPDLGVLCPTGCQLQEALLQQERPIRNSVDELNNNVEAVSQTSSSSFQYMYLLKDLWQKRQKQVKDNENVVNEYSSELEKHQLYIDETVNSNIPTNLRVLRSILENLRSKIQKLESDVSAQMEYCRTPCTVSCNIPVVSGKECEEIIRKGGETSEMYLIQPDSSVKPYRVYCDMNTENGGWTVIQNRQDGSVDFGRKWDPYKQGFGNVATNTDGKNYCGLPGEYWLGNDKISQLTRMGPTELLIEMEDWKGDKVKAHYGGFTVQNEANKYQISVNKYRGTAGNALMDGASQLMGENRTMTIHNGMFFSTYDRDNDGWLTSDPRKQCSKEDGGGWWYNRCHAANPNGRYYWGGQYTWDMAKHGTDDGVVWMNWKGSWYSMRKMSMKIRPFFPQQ
ASAP1 GAP inh = inhibitors of human ASAP1 ArfGAP activity, primary screen, biochemical, fluorescence polarization; ASAP1-stimulated ARF1 GTP hydrolysis, GDP FP detection; actives 0.19% (n = 360,000); inhibition, % at 16.5 µM; in the data active = inhibition above about 25%;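 note: 0% = vehicle with enzyme and substrate and 100% = no enzyme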
PLCg1 inh = PLC-gamma1 enzyme inhibitors, primary screen, biochemical, fluorescence, purified enzyme. actives 0.84% (n = 370,000). inhibition, % at 12.2 µM. fluorogenic substrate. AID 720700, 2013. 1-phosphatidylinositol 4,5-bisphosphate phosphodiesterase gamma-1 (Homo sapiens), P19174; in the data active = inhibition above about 9.5%
ARFGAP1 inh = inhibitors of rat ARFGAP1 GAP activity, primary screen, biochemical, fluorescence polarization, GDP tracer | actives 0.26% (n = 360,000) | Arfgap1-stimulated ARF1 GTP hydrolysis, GDP FP detection | ADP-ribosylation factor GTPase-activating protein 1 (Rattus norvegicus), Q62848 | inhibition, % at 16.5 µM;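 active = inhibition above a per-plate limit, mean inhibition of low control wells plus 3 SD, cut at about 25% in these data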;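 note: 0% = DMSO wells with enzyme and 100% = wells lacking Arfgap1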
Target sequence (Q62848 1-136 limits assumed): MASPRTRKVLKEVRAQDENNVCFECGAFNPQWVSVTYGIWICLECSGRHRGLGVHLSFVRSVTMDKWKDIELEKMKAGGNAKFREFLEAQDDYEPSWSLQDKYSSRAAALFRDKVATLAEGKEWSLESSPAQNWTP
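Material: truncated rat Arfgap1 GAP domain; Incubation: compound-enzyme preincubation 20 min, reaction 120 min, detection 60 min, 25 °C; Read-out: percent inhibition of Arfgap1-stimulated GTP hydrolysis; Technique: FP, GDP Alexa 633 tracer displaced from anti-GDP antibody, 620/688 nm; Controls: No-Arfgap1 wells (100%) versus DMSO full-reaction wells (0%); Replication: single well per compound.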
DDE Tn7 FP inh = inhibitors of Tn7 peptide binding to fibrin DD(E), primary screen, biochemical, fluorescence polarization, human fibrin, Tn7 probe | FP displacement of FITC-Tn7 peptide from fibrin DD(E); 0% = median of compound wells per plate | inhibition, % at 8.3 µM | actives 0.13% (n = 370,000);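 active = inhibition above the mean of compounds falling within the control limits plus 3 SD of them, cut at about 14% in these data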;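 note: 0% = plate median of compound wells and 100% = 10 µM Aha-Tn7 peptide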
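Test system: human clot-derived fibrin DD(E) complex / Quantity: 2 µM final DD(E) protein / Incubation: 10 min plus 3 h, room temperature / Measured by: fluorescence polarization / Benchmarks: high control of 10 µM Aha-Tn7 peptide / Replicates: singlicate testing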
PLCb3 inh = human PLC-beta3 inhibitors, primary screen, biochemical, fluorescence; 1-phosphatidylinositol 4,5-bisphosphate phosphodiesterase beta-3 (Homo sapiens), Q01970; Purified PLC-beta3, fluorogenic substrate; inhibition, % at 12.2 µM; actives 0.18% (n = 370,000); in the data active = inhibition above about 11%;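 note: 0% = median of compound wells on plate and 100% = full blocker control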
Numbers without * were called inactive. This is a subset. The share of hits here may be higher or lower than overall.

nr	SMILES	ADAM10 inh	TDP2 absorb	SIAE inh	ADAM17 inh	Tn6 DDE FP	ASAP1 GAP inh	PLCg1 inh	ARFGAP1 inh	DDE Tn7 FP inh	PLCb3 inh
1	CCN1CCN(c2cn[nH]c(=O)c2Cl)CC1	-8.6	-2.2	-3.7	-1.5	-5.8	-2.2	-1.7	0.0	1.3	-0.5
2	COC(=O)C1=C(c2cccc(OCc3ccccc3)c2)C[C@@H]2CC[C@H]1N2C(=O)NCc1cc(C)oc1C(F)(F)F	17.7	-5.3	-10.3	8.1	-2.8	-14.8	4.9	2.0	1.5	10.1
3	CCOC(=O)Cc1csc(NC(=O)c2c(O)c3ccccc3n(CCC(C)C)c2=O)n1	-7.3	-0.1	-8.1	-0.2	5.1	4.0	-0.6	-8.1	-8.4	3.3
4	CSc1nnc(C2CCNCC2)n1C	0.2	5.9	-4.1	-2.9	-2.5	9.1	1.6	6.1	-2.4	3.2
5	COc1cc2c(cc1OC)[C@H]1C(=O)c3ccc4c(c3O[C@H]1CO2)C[C@@H](C(C)(C)O)O4	-5.5	-3.4	1.3	-0.1	3.8	-6.2	-23.0	-14.1	1.9	-30.9
6	N#Cc1c(Br)n(C2OC(CO)C(O)C2O)c2ncnc(N)c12 (stereo not drawn)	-17.7	-5.1	-1.5	-3.9	7.1	8.2	-5.3	-13.0	-2.5	-4.0
7	Fc1ccc(C2N3CCCN23)cc1 (stereo not drawn)	5.9	-1.5	5.4	-3.4	-4.2	11.0	3.9	4.3	3.8	-5.9
8	Oc1ccccc1-[n+]1c(-c2ccccc2)cc(-c2ccccc2)cc1-c1ccccc1	3.1	5.5	4.7	-0.6	1.4	4.0	0.3	6.7	3.8	1.9
9	Cc1cc(C=O)c(C)n1C(C)C	-1.5	-14.7	5.6	1.6	-1.8	-1.3	0.2	8.7	-1.2	-5.2
10	COc1ccc(S(=O)(=O)N2Cc3ccccc3-n3nncc3C2)cc1	-3.9	-2.3	2.0	-1.8	2.8	13.6	-3.1	-2.9	-7.1	4.4
11	N#CC12CNCC1CN=N2 (stereo not drawn)	4.7	-0.7	-0.3	0.0	1.7	-7.0	1.5	5.8	1.3	-1.6
12	O=C(Nc1ccccc1)c1c(O)[nH]c(=O)[nH]c1=O	-5.2	-1.4	-3.4	1.2	8.6	-10.2	-3.3	-4.7	3.7	-0.6
13	C[C@]12CCC3C(CC[C@H]4C[C@@H](O)CC[C@]34C)C1C[C@@H](O)[C@]2(C)O (stereo partly drawn)	-7.3	4.5	3.0	1.0	-8.0	-7.5	0.3	3.2	-5.2	0.7
14	CCC(C)C1NC(=O)C(C(C)=O)=C1O (stereo not drawn)	-19.1	-0.7	10.1	1.6	0.1	6.8	-1.5	5.0	7.4	-4.0
15	CCN(CC)S(=O)(=O)c1cccc(N=Nc2c(O)n(CC)c(=S)n(CC)c2=O)c1	2.9	-2.7	1.1	-2.5	1.1	-9.0	1.2	4.3	6.8	0.2
16	O=P1(Oc2ccccc2)CC=C[C@H](COCc2ccccc2)O1 (stereo partly drawn)	2.2	-0.9	9.0	-2.1	5.0	-0.6	0.6	-5.5	-8.8	-1.2
17	C[C@H](NC(=O)N1C[C@H]2C[C@@H](C1)c1cccc(=O)n1C2)C(=O)Nc1cccc(F)c1	-11.0	5.6	-2.4	-0.3	0.1	5.7	3.4	5.8	-9.7	6.4
18	COc1cc2c(cc1OC)C(C)NCC2 (stereo not drawn)	-2.3	-2.7	-3.2	-1.7	-10.1	4.4	2.9	6.7	3.2	-2.4
19	N#CCCn1cc(C(=O)NCc2ccccc2)c(-c2ccc3c(c2)OCCO3)n1	1.1	10.8	4.3	-2.3	-0.1	-7.1	3.6	-6.3	2.4	3.0
20	c1ccc(CCNCc2cccs2)cc1	-1.3	11.0	0.2	-3.2	-3.1	-9.5	0.3	-2.1	6.6	-2.3
21	Cn1c(O)c(/C=C/C=Nc2ccccc2)c(=O)n(C)c1=O	-3.0	-1.5	-2.0	-0.6	-0.3	-4.3	-0.9	0.6	-19.9	-2.7
22	Cc1ccc(-c2nc3ccccc3c(=O)n2-c2ccccn2)cc1	-5.2	-14.1	-4.0	-2.9	-0.9	-14.6	-5.7	4.0	4.0	-2.5
23	O=c1c([N+](=O)[O-])cn(O)cc1[N+](=O)[O-]	-2.8	2.7	4.9	-1.4	-5.7	-0.1	1.1	-5.5	-7.4	-5.0
24	CCS(=O)(=O)NCc1nnc2n1-c1ccc(Cl)cc1C(c1ccccc1)=NC2	1.9	9.1	4.7	-3.6	-2.8	-13.0	1.2	-1.6	9.1	4.1
25	Cc1oc(-c2ccccc2Cl)nc1CN1C(=O)CN=C(c2ccccc2)c2ccccc21	17.1	-19.6	-8.5	0.6	-8.0	8.0	9.6*	3.7	-4.7	11.3*
26	CSc1ccc(CN2CCN(c3ccccc3C)CC2)cc1	4.0	3.9	7.2	1.3	-3.7	-15.3	5.0	2.1	-1.3	0.1
27	[N-]=[N+]=NCCN1CCC(O)CCC1=O (stereo not drawn)	-2.8	7.6	3.6	-3.2	5.8	-5.9	0.8	2.2	-8.0	2.1
28	CC[C@H]1CN(C)C[C@@]2(C(=O)OC)Cc3c([nH]c4ccccc34)C(=O)C[C@@H]12	-36.0	-14.7	5.4	-11.2	-5.0	16.9	-23.9	-6.4	4.2	-31.6
29	COC(=O)C1=C(c2ccc(F)cc2OCc2ccccc2)C[C@@H]2CC[C@H]1N2C(=O)NCc1ccc2c(c1)OCO2	21.6*	-3.8	-5.3	6.9	1.0	3.1	0.5	9.6	-5.0	0.5
30	COC(=O)c1cccc(NC(=O)N2C[C@H]3C[C@@H](C2)c2cccc(=O)n2C3)c1	-4.2	4.2	-1.1	0.7	1.1	-6.4	2.5	5.3	-1.8	3.9
31	Cc1c2cnn(CC(=O)N3CCC4(CC3)OCCO4)c(=O)c2c(C)n1Cc1ccccc1	-12.6	4.9	0.0	-5.9	-2.4	-4.7	-3.1	5.3	4.6	0.6
32	CC(=O)NCC(=O)Nc1ccc(Br)cc1C(=O)c1ccccc1	1.1	8.2	3.3	-2.1	4.7	3.0	0.0	-3.6	-1.3	1.9
33	CCOc1cc2c(cc1OCC)-n1cccc1C(c1cc(OC)ccc1F)NC2 (stereo not drawn)	3.1	1.2	3.3	2.2	-0.4	7.0	-0.1	-7.7	-6.3	-4.0
34	COc1cc2c(cc1OC)C(C(=O)N1CCC3(CC1)OCCO3)C(c1ccccc1F)N(C)C2=O (stereo not drawn)	-14.5	-6.4	1.9	-2.3	6.1	-0.1	0.5	-16.8	2.1	-1.5
35	CC(C)c1cc(Br)c(NC(=O)Nc2cccnc2)c(Br)c1	7.0	0.8	-5.2	1.5	2.6	7.5	2.0	5.3	1.5	0.8
36	O=C(COC(=O)c1ccccc1)Nc1ccc(Cl)cc1C(=O)c1ccccc1	-1.7	-7.6	-1.0	-2.8	7.0	10.8	5.1	5.8	0.0	7.2
37	CC(NCc1ccc(Cl)c(Cl)c1)C(O)c1ccccc1 (stereo not drawn)	-5.0	-5.7	-2.6	-2.4	0.9	-17.1	4.1	0.4	4.7	-0.6
38	C[C@]12CC[C@H]3[C@@H](CCC4=CC(=O)CC[C@@]43O)[C@@H]1CCC2=O	3.6	-3.6	-1.3	1.0	-3.9	-10.3	3.9	1.0	-4.6	0.5
39	C[C@]1(O)CCC2C3CC[C@@H]4CC(=O)CC[C@]4(C)C3CC[C@@]21C (stereo partly drawn)	-1.6	5.3	-3.0	-3.0	-0.1	-7.3	5.2	-14.2	6.6	0.7
40	Cc1sc2ncn(CC(=O)NCCCC(=O)N3CCC4(CC3)OCCO4)c(=O)c2c1C	-3.6	2.4	-2.6	-3.7	7.1	10.2	3.7	2.5	4.6	4.3
41	CCCN1CCC[C@H](c2cccc(O)c2)C1	7.0	-11.8	5.3	0.6	-4.5	6.9	0.2	18.9	-3.2	1.8
42	CC(C)n1c(=O)c(C=Nc2ccc(S(N)(=O)=O)cc2)c(O)n(Cc2ccco2)c1=O	-7.8	-0.6	-12.0	-2.4	0.9	-5.3	-22.4	13.5	-7.4	-28.6
43	CC(CC(C)(C)N1CC1)=NO	-8.7	-6.3	5.5	-1.7	3.0	7.5	-0.2	4.1	3.7	3.3

One compound at a time, from the list above:
CC(C)n1c(=O)c(C=Nc2ccc(S(N)(=O)=O)cc2)c(O)n(Cc2ccco2)c1=O in the list: ADAM10 inh: -7.8; TDP2 absorb: -0.6; SIAE inh: -12.0; ADAM17 inh: -2.4; Tn6 DDE FP: 0.9; ASAP1 GAP inh: -5.3; PLCg1 inh: -22.4; ARFGAP1 inh: 13.5; DDE Tn7 FP inh: -7.4; PLCb3 inh: -28.6
CC(CC(C)(C)N1CC1)=NO in the list: ADAM10 inh: -8.7; TDP2 absorb: -6.3; SIAE inh: 5.5; ADAM17 inh: -1.7; Tn6 DDE FP: 3.0; ASAP1 GAP inh: 7.5; PLCg1 inh: -0.2; ARFGAP1 inh: 4.1; DDE Tn7 FP inh: 3.7; PLCb3 inh: 3.3
